# HT1080 IDH1KD tx: HT-1080 IDH1 knockdown cell toxicity (counter line); HT-1080 IDH1 knockdown viability, ATP luminescence, 48 h; Potency, µM (series often up to 46.1 µM), without a hit: top-dose activity, negative = toxicity, usual class: cytotoxic; 360,000 compounds, 2% hits; AID 686971;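 also: potency is read from the fitted curve at half-maximal effect; 0% = DMSO wells and -100% = cell-free medium wells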
#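 IDH1KD HT-1080 cells, 750/well, RPMI + 5% FBS; compound pinned after 2 h settling; 48 h, 37 °C; CellTiter-Glo luminescence; % activity normalised to DMSO and no-cell wells; curves fitted, classed by r2 and efficacy.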
# KB-V1 cytotox: KB-V1 MDR subline cytotoxicity. 400,000 compounds, 3.4% hits. Potency, µM (doses to about 46.1 µM), without a hit: top-dose activity change, negative = cytotoxicity, actives largely listed as cytotoxic. AID 1347076. KB-V1 MDR cells viability, CellTiter-Glo, 72 h; also: potency is read from the fitted curve at half-maximal effect; % is scaled to controls: 0 for no effect and ±100 for the full control effect; nearly all actives have a fitted effect of over 60% in size
#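 Following 72 h at 37 degrees C with compound, KB-V1 cell viability was read by CellTiter-Glo luminescence, medium being phenol-red-free DMEM plus 10% FBS; concentration-response parameters came from normalized, curve-fitted qHTS data.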
# SW480 rereplic: induces DNA re-replication in SW480 colon adenocarcinoma cells; SW480 DNA re-replication, Hoechst DNA content imaging, 48 h; Potency, µM (series often up to 46.1 µM), without a hit: top-dose re-replication activation, most hits filed as activators; 340,000 compounds, 1.8% hits; AID 624297; also: potency is read from the fitted curve at half-maximal effect; % of control where 0% means no effect; nearly all actives have a fitted effect of over 55% in size
#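 Image-based read-out: total Hoechst fluorescence of nuclei (405 nm excitation, 500-530 nm emission), with hits raising the fraction of high-intensity nuclei. SW480 colon cells incubated 48 hr with compounds at 37 C.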
# ATXN2 expr inh: inhibitors of ATXN2 expression. HEK-293 ATXN2-luciferase reporter, luminescence, 24 h. Potency, µM (series often up to 57 µM), inactives show at the top dose activity change, negative = inhibition, most hits filed as inhibitors. 360,000 compounds, 0.72% hits. AID 1745845; also: potency is read from the fitted curve at half-maximal effect; % is scaled to controls: 0 for no effect and ±100 for the full control effect; nearly all actives have a fitted effect of over 55% in size
#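 qHTS (up to 57 uM final) was run with 24 h compound exposure of reporter cells at 37 °C. Each well was multiplexed: SteadyGlo luminescence measured ATXN2-luciferase expression after a fluorogenic Gly-Phe-AFC viability readout (25 uM final).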
# HT1080-NT tox: kills 2HG-producing HT-1080-NT fibrosarcoma cells; HT-1080-NT fibrosarcoma viability, CellTiter-Glo ATP luminescence, 48 h; Potency, µM (highest dose often 46.1 µM), for inactives: top-dose activity, negative = less viability, hits mostly cytotoxic; 360,000 compounds, 1.6% hits; AID 686970;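 also: NT is the 2HG producing partner of a matched IDH1 knockdown line; potency is read from the fitted curve at half-maximal effect; 0% = DMSO-treated cells and -100% = media-only wells without cells; nearly all actives have a fitted effect of over 55% in size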
#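 Compounds were tested in concentration-response format on HT-1080-NT cells for 48 hours at 37 degrees C. Cell viability came from CellTiter-Glo luminescence; curves were classified by r2, response magnitude and activity.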
# S2 tox: cell viability loss in ATXN counter-screen. S2 cells (HEK-293 line with an ATXN2-luciferase reporter) viability, CellTiter-Fluor protease fluorescence, 24 h. Potency, µM (top dose mostly 56.7 µM), hits mostly cytotoxic. 400,000 compounds, 0.49% hits. AID 651635; also: potency is read from the fitted curve at half-maximal effect; nearly all actives have a fitted effect of over 40% in size
# MCF10A rereplic: induces DNA re-replication in MCF 10a normal breast cells; MCF 10A DNA re-replication, Hoechst nuclear intensity, 48 h; Potency, µM (top dose mostly 46.1 µM), inactives show top-dose activity, positive = re-replication, most hits filed as activators; 350,000 compounds, 2.9% hits; AID 624296; also: potency is read from the fitted curve at half-maximal effect; % of control where 0% means no effect; nearly all actives have a fitted effect of over 50% in size
# KB-3-1 cytotox: kills parental KB-3-1 adenocarcinoma cells; KB-3-1 viability, CellTiter-Glo ATP luminescence, 72 h; Potency, µM (highest dose often 46.1 µM), inactives show at the top dose activity change, negative = cytotoxic, actives largely listed as cytotoxic; 400,000 compounds, 1.4% hits; also: potency is read from the fitted curve at half-maximal effect; % is scaled to controls: 0 for no effect and ±100 for the full control effect; nearly all actives have a fitted effect of over 60% in size
#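 Parental KB-3-1 adenocarcinoma cells in phenol-red-free DMEM with 10% FBS were pin-treated with compounds at several concentrations, incubated 72 h at 37 °C, and viability read by CellTiter-Glo luminescence; concentration-effect curves were fitted after normalization.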
# IL1B secr inh: inflammasome signaling inhibition, IL-1 beta readout | THP-1 LPS/ATP IL-1B secretion, AlphaLISA, 16 h; stronger effect = lower value | activity change, % at 57.5 µM | 360,000 compounds, 4.7% hits | AID 743279; in the data active = activity change below about -50%; inconclusive = mostly about -30% to -49%; also: % is scaled to controls: 0 for no effect and ±100 for the full control effect
#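 THP-1 cells pretreated 1 hr with compounds (up to 57.5 uM final), then stimulated with LPS (250 ng/mL final) plus ATP (1.25 mM final); secreted IL-1B measured by AlphaLISA after 16 hr, decreased signal indicating inhibition.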
# * hit, by the source's call; i = inactive; ? = inconclusive; · = no result given; [ ] = another dose, or the depositor's remark. Unless noted, calls follow the shape of the dose curve; as a rule, active = well fitted curve in the direction sought with a large enough effect; inconclusive = small, poorly fitted or top-dose-only effect, or another doubt; inactive = no such curve, though single readings can be large; an effect the other way counts as inactive or inconclusive.
smiles | HT1080 IDH1KD tx | KB-V1 cytotox | SW480 rereplic | ATXN2 expr inh | HT1080-NT tox | S2 tox | MCF10A rereplic | KB-3-1 cytotox | IL1B secr inh
O=c1n(Cc2ccccc2)nc2n1-c1ccccc1OC2 | · | 0% | · | 37% | · | i | · | -1% | ·
Cc1cccc(-c2nc(SCC(=O)N3CCc4ccccc43)c3c(=O)n(C)c(=O)n(C)c3n2)c1 | · | 12% | · | 4% | · | i | · | 4% | ·
CNC(=S)Nc1ccc2nc(C)c(C)nc2c1 | -5% | 27% | -27% | -13% | -7% | i | 201%[0.0737 µM] | 21% | 16
CCN(CC(=O)Nc1ccc(OC)c(OC)c1)S(=O)(=O)c1ccc(C)cc1 | -3%[9.24 µM] | 13µM* | -5% | -1% | -3% | i | 1% | -19% | 26
N#CC1(NC(=O)COc2cccnc2[N+](=O)[O-])CCCCC1 | -2% | ? | 3% | -11% | -1% | i | 0% | 10% | 0
Cn1cc2ccc(N)cc2n1 | 0% | 7% | -1% | -11% | 4% | i | 0% | -8% | 6
COc1ccc(N2C(=O)c3ccccc3NC2(C)C)cc1 | 0% | -17% | 1% | 10% | -20% | i | ? | 2% | 0
O=C(c1ccccc1)c1cnc(-c2ccccc2)s1 | 10% | -5% | ? | 83%[activator] | 23% | i | -9% | 12% | 0
CCn1c(=S)[nH]c2c(=O)n(C)c(=O)n(C)c21 | 12% | 25% | 1% | 17% | 22% | i | -1% | 8% | -13
C=CCSc1nnc(NC(=O)CSCc2c(C)noc2C)s1 | -13% | ? | ? | 7% | -3% | i | ? | ? | 25
C[N+](C)(C)CCCN1C(=O)CCCC1=O | 6% | 16% | -1%[9.22 µM] | 0% | 5% | i | 3% | 1% | 13
CN1CCN(Cc2c(O)ccc3c(=O)c(Oc4ccccc4Cl)c(C(F)(F)F)oc23)CC1 | -12% | -1% | -1% | -4% | -4% | i | -9% | 0% | 8
CCCCNC(=O)CSc1nnc(C)c2c(C)n(-c3ccccc3)nc12 | · | 3% | · | ? | · | i | · | 0% | ·
COc1ccc(C)cc1S(=O)(=O)N(C)CC(=O)NCc1ccncc1 | -1% | -3% | 0% | -8% | 1% | i | 6% | 12% | -5
CC(=O)Nc1ccc(NC(=O)COC(=O)C2c3ccccc3Oc3ccccc32)cc1 | -1% | -6% | 3% | -6% | 19% | i | 9% | -5% | -2
Cc1cn(-c2cccnc2)c(C)c1CNC[C@H]1O[C@@H](n2cnc3c(N)ncnc32)[C@H](O)[C@@H]1O | 0% | 0% | -14% | 4% | 5% | i | 0% | ? | 28
COc1ccc(Br)cc1/C=N/NS(=O)(=O)c1ccccc1 | ? | ? | · | · | ? | ? | · | ? | 75
CC(=O)Nc1ccc(NC(=O)CSc2ccc(-c3cccs3)nn2)cc1 | -4% | ? | -7% | -3% | -1% | i | 34% | 7% | 21
C=C(C)C1CC=C(C)/C(=N/NC(=O)CNc2ccc(OCC)cc2)C1 (stereo not drawn) | 20% | -25% | -6% | -14% | 11% | i | 3% | 0% | -27
CCc1sc(C(=O)Nc2cc(Cl)ccc2N2CCCCC2)cc1C | -13% | -1% | 2% | -2% | 9% | i | -50%[inhibitor] | 10% | 36
Cc1ccc(NC(=S)NC(NC(=O)C(C)(C)C)C(Cl)(Cl)Cl)c(C)c1 (stereo not drawn) | 0% | ? | 3% | 4% | -8% | i | 3% | -19% | -10
Cc1cccc(OCC(=O)Nc2ccc3c(c2)nc(CCN2CCN(C)CC2)n3C)c1 | -2% | 11% | -3% | -1% | -5% | ? | 4% | -3% | -1
CCOc1ccccc1C(=O)NCC(=O)NCc1ccc(S(=O)(=O)N2CCOCC2)cc1 | 3% | 13% | -6% | · | -1% | i | -7% | 5% | 1
Cc1nn(CC(=O)N(C)C2CCC(C)CC2)c(C)c1S(=O)(=O)N(C)C (stereo not drawn) | -1% | 0% | -13% | -9% | 6% | i | 0% | -3% | 0
CCc1ccc(C(=O)c2cn(CC(=O)Nc3ccc4c(c3)OCO4)c3ccc(F)cc3c2=O)cc1 | · | -7% | · | 1% | · | ? | · | ? | ·
CCNC(=S)N/N=C/c1ccc(OCC(=O)Nc2ccc(C)cc2)cc1 | 10µM* | ? | ? | -13% | 5.6µM* | i | ? | 15% | 14
Cc1cccc(C(=O)NC(=S)Nc2ccc(S(=O)(=O)N3CCN(C)CC3)cc2)c1 | -16% | -17% | -4% | -8% | -24% | i | ? | 12% | 0
O=C(N/N=C1/CC2C=CCC12)c1ccc(Br)o1 (stereo not drawn) | 15% | 4% | 3% | 17% | 15% | i | -2% | 13% | 15
Cc1cc(C)c2c(N)c(C(=O)NN3CC(=O)N(c4ccccc4)CC3=O)sc2n1 | 2% | 8% | -44%[inhibitor] | · | 2% | i | -5% | 3% | 9
Cc1ccc(S(=O)(=O)N2C[C@@H]3[C@H]4CC[C@H](C4)[C@@H]3[C@@H](C)C2CC(=O)c2ccccc2)cc1 (stereo partly drawn) | -5% | -22% | -2% | -8% | ? | i | ? | -15% | -2
CC(C)S(=O)(=O)c1cnc(N2CCOCC2)nc1N | 2% | 6% | -3% | 15% | 0% | i | 2% | -16% | 18
CCc1nnc(NC(=O)OCc2ccccc2)s1 | 8%[9.24 µM] | 9% | -1% | 49%[activator] | 5% | i | -3% | 7% | -3
Cc1cc(S(=O)(=O)N2CCCC2)ccc1OCC(=O)N1CCCCC1 | 7% | -2% | -4% | 1% | 5% | i | -6% | 0% | 21
CC(C)(CCl)C(=O)Nc1ccc(OC(F)(F)F)cc1 | -1% | 3% | -6% | 10% | -3% | i | -7% | 16% | 7
O=C(Nc1ccc(C(=O)N2CCC(N3CCCC3)CC2)cc1)c1ccc(Br)o1 | 10% | -18% | -27% | 4% | 9% | i | 2% | 2% | 7
O=C(CSc1ccc(-c2ccccn2)nn1)NC1CCCCC1 | 3% | ? | 2% | 6% | -1% | i | -7% | 18% | 115
O=C(Cc1cccs1)NCCc1cn2ccccc2n1 | 11% | 3% | -9% | 5% | 4% | i | 0% | 15% | 7
COc1ccc(NC(=O)NCc2ccc3c(c2)OCO3)cc1OC | -9% | -11% | -13% | -11% | ? | i | ? | 13% | 11
Cc1cc(C(=O)OCC(=O)N2CCC(C)CC2)c2ccccc2n1 | -1% | -17% | -6% | -15% | 0% | i | 0% | -7% | 0
CCC(Oc1ccccc1)C(=O)Nc1ccccc1N1CCCC1 (stereo not drawn) | -1% | -2% | -2% | -15% | -4% | i | 7% | 2% | 13
CC(C)NC(=O)N(C)C[C@@H]1Oc2cc(Br)ccc2S(=O)(=O)N([C@@H](C)CO)C[C@H]1C | 8% | 0% | · | 18% | 5% | i | · | 16% | -2
CCn1c(=O)c(C(=O)Nc2cc(OC)c(OC)c(OC)c2)nc2ccccc21 | · | 7% | · | 1% | · | i | · | 5% | ·
Cc1ccc(SC[C@H](C)CN2CC[C@H](C(C)(C)C)CCC2=O)cc1 | -14% | ? | -6% | -19% | -2% | i | 21% | ? | 21
Cn1ncc([N+](=O)[O-])c1C(=O)Nc1ccc(C2CCCCC2)cc1 | -4% | 0% | 12µM* | 23% | -13% | i | -3% | -7% | 0
CCOC(=O)C1=NN(c2ccccc2)C(=O)/C1=C\c1ccc(N(C)C)cc1 | -3% | -24% | 10% | -10% | -5% | i | ? | ? | -5
Cc1ccc(-c2cc(C(=O)Oc3ccc(C#N)cc3)no2)cc1C | · | -3% | · | 11% | · | i | · | -11% | ·
FC(F)(F)c1cccc(NC(=S)N2CCN(c3cccc(C(F)(F)F)c3)CC2)c1 | ? | 5% | 7% | -17% | -20% | i | ? | 1% | -2
COCCCNC(=O)C1CCC(CNS(=O)(=O)c2ccc3c(c2)CC(C)N3C(=O)C2CC2)CC1 (stereo not drawn) | -1% | 21% | 7% | 5% | 3% | i | 6% | -2% | -17
CC(C)(CNc1ccc(S(=O)(=O)C(F)(F)F)cc1[N+](=O)[O-])N1CCOCC1 | 3% | -23% | 0% | -25% | -3% | i | 7% | -7% | -53*
CN(C)c1ccc(NC(=O)c2cn(-c3ccccc3)nc2-c2cccs2)cc1 | -5% | ? | 0% | 25% | 0% | i | 18% | 30% | ?
O=C(COC(=O)c1ccc(F)cc1F)Nc1ncccn1 | 0% | 4% | -3% | -17% | ? | i | ? | 6% | 12
COc1cccc(/C=C2\SC(=S)N(CCC(=O)NCCc3ccc(O)cc3)C2=O)c1 | ? | ? | ? | ? | ? | ? | ? | ? | -85*
O=C(NCc1ccccc1)c1noc2c1CCCC2 | ? | ? | ? | 14% | ? | i | ? | ? | 0
O=C(O)c1ccc2c(c1)C(=O)N(c1ccc([N+](=O)[O-])cn1)C2=O | 6% | 22% | -5% | 27% | 4% | i | 0% | 15% | 11
CC(=O)Nc1ccc(S(=O)(=O)N(C)CC(=O)NC2=NCCS2)cc1 | 0% | 21% | -2% | 1% | 0% | i | 5% | 13% | 10
CCCCn1nnnc1C1(C)CCC(=O)N1CCc1ccc(OC)c(OC)c1 (stereo not drawn) | 8% | 0% | · | 13% | 16% | i | · | 9% | 3
COc1cc(NC(=O)CCNS(=O)(=O)c2cc(Br)cnc2N)cc(OC)c1 | -2% | -8% | -10% | 11% | 2% | i | 1% | 0% | -9
COc1ccc(/C(N)=N/OC(=O)Cc2ccc(C)cc2)cc1 | 14% | 0% | -3% | 11%[11.3 µM] | 22% | i | 2% | 3% | 18
C[C@]12CCC3c4ccc(OCC(=O)O)cc4CCC3C1CCC2=O (stereo partly drawn) | 2% | -12% | 1% | · | 2% | i | 6% | 1% | -6
C#CCn1cc(/C=N/Nc2nc3ccccc3[nH]2)c2ccccc21 | ? | -13% | ? | 17% | 16µM* | i | ? | -5% | -92*
Cn1nc([N+](=O)[O-])nc1S(C)(=O)=O | 16µM* | ? | 9.2µM* | ? | 16µM* | ? | 5.8µM* | ? | -101*
